human PMI inhibitors: human PMI inhibitors, high substrate, primary screen, biochemical, fluorescence intensity, high mannose 6-phosphate (AID 1220) | recombinant PMI enzyme, coupled fluorescence intensity; higher % means a stronger effect | inhibition, % at 20 µM, or IC50 in µM where a hit was titrated | hit rate 0.66% among 190,000
XIAP antagonists: XIAP antagonists, biochemical, IAP family, fluorescence polarization (AID 1018); displacement, % at 20 µM; hits with a dose series show IC50 in µM; XIAP BIR domain, fluorescence polarization peptide displacement; higher % means a stronger effect; hit rate 0.007% among 200,000; in the data active means displacement above about 50%; further: a part of the inactive calls stands beside numbers as strong as those of hits
NOD2 inhibition: NOD2 signaling inhibitors, cell-based, luminescence, uHTS, HEK293 (AID 1566); HEK293 NOD2/NF-kB luciferase reporter, luminescence; higher % means a stronger effect; inhibition, % at 4 µM, or EC50 in µM where a hit was titrated; hit rate 0.63% among 290,000; further: many of its hits are not listed in these tables
TNAP activators: stimulation of alkaline phosphatase TNAP activity – biochemical, luminescent, no phosphate acceptor, uHTS, primary screen (AID 1001). purified TNAP, luminescent activation assay, no phosphate acceptor; higher activation fold means a stronger effect. hit rate 0.03% among 200,000. activation fold at 20 µM, or EC50 in µM where a hit was titrated; in the data active means activation fold from about 3, or a potency from the dose series; inactive means the rest, 99 in 100 with activation fold below about 1.6; further: many of its hits are not listed in these tables
human PMI inhibition: inhibitors of human PMI, primary screen, biochemical, fluorescence intensity, coupled assay (AID 1209); purified PMI enzyme, coupled fluorescence intensity; higher % means a stronger effect; hit rate 0.42% among 190,000; one-dose inhibition, % at 20 µM; IC50 in µM for titrated hits;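 further: plate controls were DMSO vehicle for no effect and wells lacking substrate for full effect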
LYP inhibition: PTPN22 lymphoid phosphatase activity blockers – biochemical, fluorescence intensity, uHTS (AID 1779); recombinant LYP phosphatase, fluorescence intensity; higher % means a stronger effect; inhibition, % at 11.5 µM; hits with a dose series show IC50 in µM; hit rate 0.054% among 290,000;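 further: plate controls were vehicle with enzyme for no effect and no enzyme for full effect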
NOD1 inhibition: inhibition of NOD1-driven NF-kB reporter – cell-based, luminescence, uHTS, primary screen (AID 1578); NOD1-driven NF-kB luciferase reporter cells, luminescence; higher % means a stronger effect; one-dose inhibition, % at 4 µM; EC50 in µM for titrated hits; hit rate 1% among 290,000; in the data active means inhibition mostly above about 36%, no sharp cut-off; inactive means mostly below about 34%;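 further: HEK-293T reporter cells stimulated with the NOD1 agonist gamma-tri-DAP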
KOR beta-arrestin-1: kappa opioid receptor activators – cell-based, luminescence, uHTS, primary screen (AID 1777); KOR beta-arrestin recruitment, luminescence; higher % means a stronger effect; activation, % at 10 µM; hits with a dose series show EC50 in µM; hit rate 0.02% among 280,000; in the data active means activation above about 50%, passing the limit was not always enough; further: a part of the inactive calls stands beside numbers as strong as those of hits
KOR beta-arrestin-2: KOR antagonists, beta-arrestin recruitment, cell-based, luminescence, uHTS (AID 1778). KOR beta-arrestin recruitment, luminescence, antagonist mode; higher % means a stronger effect. one-dose inhibition, % at 10 µM; IC50 in µM for titrated hits. hit rate 0.091% among 290,000; further: strong numbers were not always called active
* = called active by the depositor; nt = not tested or not shown; [ ] = remark or other dose. Unless noted, no stated cut-off is given here; in the data, active means inhibition above about 50%; inactive means the rest.

Values run as follows: human PMI inhibitors | XIAP antagonists | NOD2 inhibition | TNAP activators | human PMI inhibition | LYP inhibition | NOD1 inhibition | KOR beta-arrestin-1 | KOR beta-arrestin-2
O=C(O)c1ccccc1-c1ccccc1C(=O)Nc1ccc2c(c1)CCC2
  nt | nt | -0.8% | nt | nt | -4.5% | -39.9% | 0.8% | -36.8%[20 µM]
CCOc1ccc(CN2CCNC(=O)C2CC(=O)NCCc2ccccn2)cc1 (configuration not stated)
  11.0% | -6.5% | -11.9% | 1.1 | 3.7% | -1.5% | -39.4% | 0.2% | -4.9%
CCn1c(=O)cc(OCC(=O)Nc2ccccc2C#N)c2ccccc21
  8.4% | -3.0% | 13.3% | 1 | 4.2% | -2.7% | -15.3% | -3.3% | -1.3%
O=C(NCc1ccco1)c1ccc(COCC(F)(F)F)cc1
  1.7% | -6.5% | -1.3% | 1 | 2.3% | -2.1% | -28.8% | 0.9% | -5.3%
Cc1ncsc1CCOC(=O)C12CC3CC(CC(C3)C1)C2
  10.1% | -7.0% | -0.1% | 1.1 | 10.2% | -7.2% | -25.9% | -0.1% | 14.2%
CC1CCCCN1S(=O)(=O)c1ccc(C(=O)Nc2nnc(-c3ccncc3)o2)cc1 (configuration not stated)
  -32.2% | -6.1% | 14.6% | 0.9 | -43.9% | 1.6% | 28.6% | 12.8% | -6.1%
CC1=C(C(=O)OCC2CCCO2)C(c2ccncc2)C2=C(CCCC2=O)N1 (configuration not stated)
  1.0% | -0.7% | -25.2% | 1.1 | 5.5% | -3.6% | -18.3% | -2.1% | 15.4%
O=C(CSc1nc2ccccc2[nH]1)N1CCN(c2ccccc2)CC1
  4.0% | -1.2% | 9.6% | 1.1 | -3.5% | -0.4% | -37.6% | -3.9% | -5.2%
CCOC(=O)N1CCC(NC(=O)C2CCCN2C(=O)OCc2ccccc2)CC1 (configuration not stated)
  -0.5% | -2.5% | -3.8% | 1.1 | -1.3% | -8.2% | 19.1% | -2.8% | -3.8%
Cc1csc2c(N(C)CCO)ncnc12
  nt | nt | -19.6% | nt | nt | -6.5% | 1.4% | -6.0% | 5.7%
O=[N+]([O-])CC(c1ccc(F)cc1)c1c[nH]c2ccccc12 (configuration not stated)
  nt | nt | -5.9% | nt | nt | -4.5% | 4.9% | -4.3% | 6.4%
CC(=O)Nc1ccc(OCc2ccc(S(=O)(=O)Cc3ccccc3)cc2)cc1
  7.7% | -6.2% | 2.9% | 1.1 | 6.4% | -6.4% | -20.1% | -0.3% | -79.3%[20 µM]
Cc1ccc(CNC(=O)COC(=O)[C@@H]2CC(O)CN2S(=O)(=O)c2ccc3c(c2)OCCO3)cc1 (some centres not stated)
  0.9% | -1.7% | -2.0% | 1.1 | 0.1% | -4.9% | -11.2% | 4.8% | 9.3%
CCCc1c(C(=O)N/N=C/c2cccnc2)nnn1-c1nonc1N
  nt | nt | 18.8% | nt | nt | -0.7% | -8.9% | 0.8% | -29.7%
COc1ccc2nc(NC(=O)c3cccc(-c4cc5ccccc5oc4=O)c3)sc2c1
  2.0% | -4.6% | -71.7% | 1 | 15.8% | -4.5% | -33.1% | 7.1% | -42.8%
CCCCNc1c(C(=O)OCC)c(=O)[nH]c2ccccc12
  10.8% | -4.0% | 5.8% | 1.1 | 4.2% | -1.6% | -9.4% | -4.0% | -34.2%
CC(C)C1=CC(=NS(=O)(=O)c2cccc([N+](=O)[O-])c2)C=C(C(C)C)C1=O
  59.4%* | -2.6% | 13.7% | 1.1 | 20.3% | -6.9% | -5.4% | -1.6% | -0.2%
CN(C)c1ccc(C2Nc3ccccc3C(=O)N2CCN2CCNC2=O)cc1 (configuration not stated)
  nt | nt | -27.4% | nt | nt | -3.7% | 7.3% | 2.5% | 2.8%
COC(=O)CCC(=O)NC1CC(C)(C)Cc2c1cnn2-c1ccc(F)cc1 (configuration not stated)
  nt | nt | -17.5% | nt | nt | -5.2% | -13.0% | 2.2% | -17.1%
COc1ccccc1CNS(=O)(=O)c1c(C)nc2sccn2c1=O
  nt | nt | 0.8% | nt | nt | -4.8% | -19.0% | -3.8% | -19.7%[20 µM]
COc1cccc(C(=O)CSc2nnc(-c3ccco3)n2CC2CCCO2)c1 (configuration not stated)
  -11.2% | -11.8% | 10.5% | 1 | -2.5% | -3.8% | 2.0% | -2.0% | 37.0%
COc1cccc2sc(NC(=O)c3ccc(Br)s3)nc12
  7.3% | -24.9% | 2.7% | 1.2 | 7.5% | -3.7% | -16.6% | 2.0% | -3.7%
Cc1ccc(-c2noc(N=O)c2NO)cc1
  nt | nt | -10.2% | nt | nt | -2.6% | 1.8% | -0.1% | 26.2%
COc1ccc2oc(=O)c(C(=O)NCC3CCCO3)cc2c1 (configuration not stated)
  24.7% | 6.9% | 9.1% | 1 | 9.0% | -6.4% | 3.6% | 2.3% | 1.1%
O=C(Nc1nc(-c2ccccc2)cs1)C1CCCCN1S(=O)(=O)c1ccc(Cl)cc1 (configuration not stated)
  4.6% | -6.9% | -6.3% | 1 | 8.0% | 3.5% | -4.1% | 0.2% | -45.4%
CCc1ccccc1Nc1cc(C(=O)NCc2ccccn2)c2ccccc2n1
  4.5% | -8.3% | -12.8% | 1.1 | 8.4% | -1.4% | -28.9% | 0.1% | 29.2%
O=S(=O)(Nc1ccc(F)cc1)c1cccc2nsnc12
  nt | nt | 5.7% | nt | nt | -4.4% | -13.9% | -1.1% | 1.2%
Cc1cc(Cl)ccc1NC(=S)NCc1ccccc1Cl
  7.4% | -3.1% | -25.7% | 1.1 | 6.4% | 5.2% | -13.9% | 1.6% | nt
Cc1ccc(N(CCC(=O)O)S(=O)(=O)c2ccccc2)cc1
  6.2% | -7.0% | 14.0% | 1.1 | 14.2% | -3.7% | -19.0% | -1.3% | -11.1%
COC(=O)c1cccc(NC(=O)c2ccco2)c1
  -7.6% | -2.9% | -0.2% | 1 | -6.1% | -4.2% | -51.0% | -1.7% | 27.7%
O=C(CN1C(=O)C(=O)c2ccccc21)c1ccc(Cl)cc1
  nt | nt | -10.1% | nt | nt | -6.0% | -26.5% | -0.2% | -39.8%
Cc1cc(NC(=O)c2ccco2)c(=O)n(Cc2cccc(C(F)(F)F)c2)c1
  nt | nt | -7.3% | nt | nt | -4.9% | -38.0% | -2.4% | 11.2%
Cc1ccc(C(=O)NNC(=O)CSc2n[nH]c(-c3cccnc3)n2)cc1
  0.7% | -0.8% | 22.7% | 1.9 | 8.2% | -3.3% | -6.9% | -0.8% | 5.8%
CSCC[C@H](N)C(=O)N1CCC(C(=O)N[C@@H](Cc2c[nH]c3ccccc23)C(=O)O)CC1
  nt | nt | 10.7% | nt | nt | -6.5% | 4.9% | -1.6% | 25.8%
COc1ccc(NC(=O)c2ccc(Br)o2)cc1
  13.3% | -0.8% | -39.5% | 1.1 | 9.7% | -0.4% | -9.0% | -2.2% | -10.0%
CCOC(=O)c1[nH]c(C)c(C(=O)Nc2cc(OC)ccc2OC)c1C
  19.4% | -4.2% | -6.3% | 1 | 22.7% | 1.6% | -23.4% | -0.1% | -122.6%
CC1=NN(C(=O)CSCc2ccccc2)C(O)(c2ccc(F)cc2)C1 (configuration not stated)
  -10.0% | -2.7% | -1.7% | 1.5 | -7.5% | -6.1% | -14.4% | -3.7% | 16.8%[20 µM]
Fc1ccc(F)c(NC(=S)NCCc2ccccc2)c1
  4.2% | -5.7% | 10.3% | 1 | 5.0% | 1.1% | -1.2% | 1.2% | -59.3%
COc1cccc(CNC(=O)c2nnn(CC(=O)Nc3cccc(C)c3)c2N)c1
  nt | nt | -50.4% | nt | nt | -6.3% | -6.3% | -4.2% | -55.5%
CC(C)(C)NCC(O)(c1ccc(Cl)cc1)c1ccc(Cl)cc1
  -9.5% | -2.4% | -6.0% | 1 | -10.3% | -0.9% | -30.2% | 2.7% | 13.8%
CC(C)c1ccc(C(C(=O)NC2CCCCC2)N(C(=O)c2ccccn2)c2cccnc2)cc1 (configuration not stated)
  -2.6% | -8.2% | 20.0% | 1.1 | -9.9% | -6.5% | -18.1% | 2.6% | -24.1%
CCc1c(C)sc(NC(=S)N2CCN(S(C)(=O)=O)CC2)c1C(=O)OC
  nt | nt | 1.8% | nt | nt | -3.9% | 2.6% | 4.2% | 4.4%
CCc1cc2c(=O)c(-c3nc(C)cs3)c(CCCC(=O)O)oc2cc1O
  2.3% | -5.9% | 6.7% | 1.1 | 7.1% | -6.4% | -15.0% | nt | 29.7%[20 µM]
O=C(/C=C/c1cccnc1)c1cc(F)ccc1O
  nt | nt | -2.3% | nt | nt | -10.8% | 6.2% | 7.5% | -4.0%
CCn1cc(C(=O)NCc2ccc3c(c2)OCO3)c(=O)c2cc(S(=O)(=O)N3CCOCC3)ccc21
  4.5% | -3.0% | 22.1% | 1 | 8.5% | -5.4% | -0.6% | -6.3% | -4.6%

Shown as a markdown table: two of the compounds above
| Compound | human PMI inhibitors | XIAP antagonists | NOD2 inhibition | TNAP activators | human PMI inhibition | LYP inhibition | NOD1 inhibition | KOR beta-arrestin-1 | KOR beta-arrestin-2 |
| --- | --- | --- | --- | --- | --- | --- | --- | --- | --- |
| CC(C)c1ccc(C(C(=O)NC2CCCCC2)N(C(=O)c2ccccn2)c2cccnc2)cc1 (configuration not stated) | -2.6% | -8.2% | 20.0% | 1.1 | -9.9% | -6.5% | -18.1% | 2.6% | -24.1% |
| CCc1c(C)sc(NC(=S)N2CCN(S(C)(=O)=O)CC2)c1C(=O)OC | nt | nt | 1.8% | nt | nt | -3.9% | 2.6% | 4.2% | 4.4% |

Other structures:
Values run as follows: human PMI inhibitors | XIAP antagonists | NOD2 inhibition | TNAP activators | human PMI inhibition | LYP inhibition | NOD1 inhibition | KOR beta-arrestin-1 | KOR beta-arrestin-2
COc1ccc(/C=C2\SC(=O)N(CCn3cnnn3)C2=O)cc1
  10.8% | -6.0% | -3.4% | 1.2 | 2.2% | -3.7% | -0.8% | 3.6% | -12.3%
O=C(Nc1nnc(-c2ccc(Cl)s2)o1)C1CC1
  -4.0% | -1.4% | nt | 1.1 | -7.0% | 1.7% | nt | -1.4% | 34.5%
CCOc1cc(C2NC(=O)N(C)C(C)=C2C(=O)OC)cc(Br)c1O (configuration not stated)
  19.1% | 0.9% | 16.3% | 1.1 | 20.5% | -0.4% | 0.8% | -1.5% | 21.3%
Cc1ccc(-n2c(=O)c3sccc3n(CC(=O)NC3CCCCC3)c2=O)cc1
  -11.7% | -3.0% | 12.8% | 1 | -8.9% | -3.6% | 0.7% | -7.7% | 37.8%
Cc1oc(C(C)(C)C)cc1-c1cc(NC(=O)c2ccc([N+](=O)[O-])cc2)n[nH]1
  nt | nt | 0.1% | nt | nt | 4.7% | 4.3% | -2.5% | -5.4%
CS(=O)(=O)N1CCN(c2ccc(NC(=O)C(c3ccccc3)c3ccccc3)cc2)CC1
  6.4% | -0.1% | 6.8% | 1.1 | -3.9% | -1.6% | -33.5% | -4.6% | -9.2%
Cc1ccc(C(=O)N[C@@H](C)CN2C3=NC[C@H](C)N3C[C@H]2Cc2ccc(O)cc2)cc1Br
  nt | nt | 0.0% | nt | nt | -9.0% | 5.5% | -1.0% | 45.3%
O=C1C(=O)c2ccccc2C([O-])=C1[n+]1ccccc1
  nt | nt | 9.4% | nt | nt | -2.9% | -11.1% | 0.9% | -24.4%

Random excerpt: two records from the list.
Values run as follows: human PMI inhibitors | XIAP antagonists | NOD2 inhibition | TNAP activators | human PMI inhibition | LYP inhibition | NOD1 inhibition | KOR beta-arrestin-1 | KOR beta-arrestin-2
Cc1oc(C(C)(C)C)cc1-c1cc(NC(=O)c2ccc([N+](=O)[O-])cc2)n[nH]1
  nt | nt | 0.1% | nt | nt | 4.7% | 4.3% | -2.5% | -5.4%
O=C1C(=O)c2ccccc2C([O-])=C1[n+]1ccccc1
  nt | nt | 9.4% | nt | nt | -2.9% | -11.1% | 0.9% | -24.4%

This is a subset, so the mix of outcomes need not match the whole.
